Pemphigus Ab inh – inhibitors of pemphigus antibody binding to DSG3, primary screen, biochemical, bead-based, flow cytometry, scFv-GFP; DSG3-coupled beads, scFv-anti-DSG3-GFP binding; hits give low values; binding (percent of control), % at 10 µM; hit rate 0.48% among 310,000; AID 588358, 2011;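 active = binding more than 3 SD below its plate's average and above zero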;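 also: hits lower antibody fragment binding to DSG3; some compounds called inactive have numbers as strong as hits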
HTR5A inv ctr – HTR5A inverse agonists in luminescence cell assay, primary screen, counter-screen for OPRM1-OPRD1 heterodimer inverse agonist project, full-deck HTS; hit rate 0.083% among 340,000; inhibition, % at 9.3 µM; HTR5A cell line, inverse agonism; 5-hydroxytryptamine receptor 5A (Homo sapiens), P47898; in the data active = inhibition mostly above about 23%, no sharp cut-off; inactive = mostly below about 18%;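 also: 0% = cells with DMSO and 100% = no-cell wells with DMSO; some compounds called inactive have numbers as strong as hits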
Target sequence (P47898 whole entry, looked up): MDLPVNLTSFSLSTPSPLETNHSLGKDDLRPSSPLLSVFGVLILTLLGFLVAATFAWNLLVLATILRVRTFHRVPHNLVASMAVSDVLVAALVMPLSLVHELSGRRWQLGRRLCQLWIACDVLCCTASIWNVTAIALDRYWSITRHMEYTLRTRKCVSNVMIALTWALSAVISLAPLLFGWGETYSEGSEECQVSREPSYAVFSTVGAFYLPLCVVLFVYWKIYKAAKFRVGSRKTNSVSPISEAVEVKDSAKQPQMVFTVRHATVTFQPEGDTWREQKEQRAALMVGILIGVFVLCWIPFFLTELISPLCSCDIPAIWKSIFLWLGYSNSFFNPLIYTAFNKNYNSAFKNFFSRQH
DAGLB inh – DAGLB lipase inhibitors, primary screen, biochemical, fluorescence, HTS | Diacylglycerol lipase-beta (Homo sapiens), Q8NCG7 | HEK293T DAGLB membrane lysate, EnzChek fluorogenic substrate | inhibition, % at 5.17 µM | hit rate 0.059% among 340,000 | AID 504411, 2011; in the data active = inhibition above about 34%;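 also: 0% = enzyme with vehicle and 100% = wells lacking enzyme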
Target sequence (Q8NCG7 whole entry, looked up): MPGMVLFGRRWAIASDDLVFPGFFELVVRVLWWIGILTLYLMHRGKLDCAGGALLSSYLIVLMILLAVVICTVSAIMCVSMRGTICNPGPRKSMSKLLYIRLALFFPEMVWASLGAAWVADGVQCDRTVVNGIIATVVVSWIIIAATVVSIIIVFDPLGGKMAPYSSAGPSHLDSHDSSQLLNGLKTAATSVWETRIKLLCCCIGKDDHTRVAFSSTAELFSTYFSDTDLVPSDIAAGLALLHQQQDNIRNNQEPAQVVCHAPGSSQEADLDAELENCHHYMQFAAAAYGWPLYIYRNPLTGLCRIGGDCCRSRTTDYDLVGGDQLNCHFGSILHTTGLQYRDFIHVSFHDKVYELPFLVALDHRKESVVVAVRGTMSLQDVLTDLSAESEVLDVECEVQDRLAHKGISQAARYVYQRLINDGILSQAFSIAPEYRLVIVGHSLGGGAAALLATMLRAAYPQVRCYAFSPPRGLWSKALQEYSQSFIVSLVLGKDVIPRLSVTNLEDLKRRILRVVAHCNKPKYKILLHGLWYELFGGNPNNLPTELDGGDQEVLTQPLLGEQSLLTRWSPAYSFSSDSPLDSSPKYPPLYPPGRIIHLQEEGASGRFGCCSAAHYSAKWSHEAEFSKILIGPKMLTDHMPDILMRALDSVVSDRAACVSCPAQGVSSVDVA
V-ATPase pHluor – regulators of yeast V-ATPase proton pumping, primary screen, pHLuorin cytosolic pH fluorescence. S. cerevisiae. response, % at 10 µM. hit rate 0.37% among 350,000. AID 504577, 2011; in the data active = response mostly above about 7.3%, no sharp cut-off; inactive = mostly below about 5.4%; also: actives read high; inactives centre near 0; some compounds called inactive have numbers as strong as hits; reference of the scale not given here
OPRM1-OPRD1 ag – agonists of OPRM1-OPRD1 heterodimerization, primary screen, cell-based, luminescence. hit rate 0.3% among 340,000. activation, % at 9.3 µM. AID 504326, 2011. Mu-type opioid receptor (Homo sapiens) + Delta-type opioid receptor (Homo sapiens), …. cells; in the data active = activation above about 18%;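 also: 0% = vehicle-treated cells and 100% = reference agonist; values of inactives mirror those of a sister screen read the other way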
PKA-R1A activ – activators of PKA-R1A holoenzyme, primary screen, biochemical, fluorescence polarization, Cy5-IP20, bovine R1A, mouse PKAc | cAMP-dependent protein kinase type I-alpha regulatory subunit (Bos taurus) + … | PKA-R1A dissociation; scaled: DMSO 0%, 113 µM cGMP 100% | activation, % at 11.4 µM | hit rate 0.083% among 340,000 | AID 504707, 2011;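 active = percent activation above the mean of all tested compounds plus 3 SD, cut at about 19% in these data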;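 also: higher means more PKAc released from R1A so a rise in polarization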
PKA-R2B activ – activators of PKA-R2B holoenzyme, primary screen, biochemical, fluorescence polarization, Cy5-IP20, human; PKA-R2B holoenzyme dissociation; R2B truncated from residue 108, S112A mutant; 0% DMSO only, 100% 113 µM cGMP; activation, % at 11.4 µM; hit rate 0.079% among 340,000; AID 504700, 2011; cAMP-dependent protein kinase catalytic subunit beta (Homo sapiens) + cAMP-dependent …;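 active = activation above a cutoff set at the mean over all compounds plus 3 SD, cut at about 18% in these data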;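 also: higher means more holoenzyme dissociation and a rise in polarization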
HTR5A ag – HTR5A agonists in luminescence cell assay, primary screen, counter-screen for OPRM1-OPRD1 heterodimer agonist project, full-deck HTS; activation, % at 9.3 µM; cell-based; AID 504692, 2011; hit rate 0.61% among 340,000; in the data active = activation mostly above about 9.5%, no sharp cut-off; inactive = mostly below about 7.6%;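 also: 0% = cells with vehicle only and 100% = reference agonist; strong numbers were not always called active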
MOR-DOR inv ag – inverse agonists of MOR-DOR heterodimerization, primary screen, cell-based, luminescence | Mu-type opioid receptor (Homo sapiens) + Delta-type opioid receptor (Homo sapiens), … | cell-based MOR-DOR heterodimer luminescence, inverse agonism | inhibition, % at 9.3 µM | hit rate 0.21% among 340,000; in the data active = inhibition above about 22%, passing the limit was not always enough;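 also: 0% = cells with DMSO and 100% = wells without cells with DMSO; values of inactives mirror those of a sister screen read the other way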
Arrestin-AP2 inh – inhibitors of beta-arrestin/AP2 binding, primary screen, biochemical, GPCR trafficking, flow cytometry. beta-arrestin 1 C-terminal peptide binding to AP2 beta2-adaptin appendage (human). FITC-arrestin peptide / GST-AP2 beads; AP2 beta2 appendage carries R879A mutation. inhibition, % at 10 µM. hit rate 0.31% among 340,000;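 active = inhibition above a set limit, near 3 SD of compounds lacking own fluorescence, cut at about 54% in these data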;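 also: plate controls were DMSO wells for no effect and 5 µM unlabelled arrestin peptide for full effect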
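System: GST-tagged AP2 beta2-adaptin appendage (R879A) on 4 µm glutathione beads / Reagent: FITC-arrestin peptide, 50 nM / Detection: HyperCyt-sampled flow cytometry, FL1 channel, ex 488/em 535 nm / Timing: 12 min plus 1 h, RT / Buffer or medium: PBS plus Tween 20 (0.05%) and BSA (0.1%)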
* = called active by the depositor; & = joins results of further samples.

What do the screens show for `Cc1ccc(-n2c(CCC(=O)O)ccc2-c2cccs2)cc1`?
Pemphigus Ab inh: 114; HTR5A inv ctr: -10; DAGLB inh: 5; V-ATPase pHluor: 2; OPRM1-OPRD1 ag: 0.1; PKA-R1A activ: -4; PKA-R2B activ: 1; HTR5A ag: -1; MOR-DOR inv ag: 0; Arrestin-AP2 inh: -1

What do the screens show for `Cn1c(=O)c(C(=O)CN2CCOCC2)c(N)n(Cc2ccccc2)c1=O`?
Pemphigus Ab inh: 74; HTR5A inv ctr: -49; DAGLB inh: -2; V-ATPase pHluor: -2; OPRM1-OPRD1 ag: -1.1; PKA-R1A activ: 0; PKA-R2B activ: -7; HTR5A ag: -2; MOR-DOR inv ag: 6; Arrestin-AP2 inh: -4

Results for CCCCOc1ccc(CCC(=O)N/N=C/c2ccco2)cc1 ?
Pemphigus Ab inh: 99; HTR5A inv ctr: -11; DAGLB inh: -3; V-ATPase pHluor: -2; OPRM1-OPRD1 ag: -0.2; PKA-R1A activ: 0; PKA-R2B activ: -2; HTR5A ag: -2; MOR-DOR inv ag: 1; Arrestin-AP2 inh: -9

What do the screens show for `O=C(Nc1cccc(F)c1)NC1CCN(Cc2ccccc2)CC1`?
Pemphigus Ab inh: 100; HTR5A inv ctr: -10; DAGLB inh: 1; V-ATPase pHluor: 3; OPRM1-OPRD1 ag: -0.2; PKA-R1A activ: -8; PKA-R2B activ: -10; HTR5A ag: -4; MOR-DOR inv ag: 1; Arrestin-AP2 inh: -8

Results for Cc1cc(C)cc(OCc2ccc(C(=O)NC3CCOC3=O)o2)c1 (configuration not stated) ?
Pemphigus Ab inh: 97; HTR5A inv ctr: 2; DAGLB inh: 0; V-ATPase pHluor: 1; OPRM1-OPRD1 ag: -1.8; PKA-R1A activ: 0; PKA-R2B activ: 5; HTR5A ag: -1; MOR-DOR inv ag: 8; Arrestin-AP2 inh: 5

Results for O=C(c1ccco1)N1CCN(Cc2nc(-c3cccs3)no2)CC1 ?
Pemphigus Ab inh: 96; HTR5A inv ctr: 18; DAGLB inh: 0; V-ATPase pHluor: 9; OPRM1-OPRD1 ag: -1.3; PKA-R1A activ: -10; PKA-R2B activ: 0; HTR5A ag: -2; MOR-DOR inv ag: 6; Arrestin-AP2 inh: -3

How did CCN(CC)C(=O)COc1ccc2c3c(c(=O)oc2c1)CCCC3 do in these assays?
Pemphigus Ab inh: 111; HTR5A inv ctr: 16; DAGLB inh: -1; V-ATPase pHluor: 3; OPRM1-OPRD1 ag: -2.1; PKA-R1A activ: 12; PKA-R2B activ: 7; HTR5A ag: 2; MOR-DOR inv ag: 12; Arrestin-AP2 inh: 4

What do the screens show for `COc1ccc(/C=C/C(=O)c2ccc3c(c2)OCO3)cc1OC`?
Pemphigus Ab inh: 100; HTR5A inv ctr: -8; DAGLB inh: -6; V-ATPase pHluor: 3; OPRM1-OPRD1 ag: 2.9; PKA-R1A activ: 1; PKA-R2B activ: 4; HTR5A ag: 1; MOR-DOR inv ag: -11; Arrestin-AP2 inh: 4

How did CC1(C)CC2CC(C)(CN2S(=O)(=O)c2ccc(N)cc2)C1 (configuration not stated) do in these assays?
Pemphigus Ab inh: 104; HTR5A inv ctr: -10; DAGLB inh: -4; V-ATPase pHluor: 0; OPRM1-OPRD1 ag: 0.2; PKA-R1A activ: -4; PKA-R2B activ: 6; HTR5A ag: 0; MOR-DOR inv ag: -1; Arrestin-AP2 inh: 0

What do the screens show for `Cn1c(CNC(=O)Nc2ccccc2)nnc1SCc1ccccc1`?
Pemphigus Ab inh: 112; HTR5A inv ctr: -20; DAGLB inh: 0; V-ATPase pHluor: 4; OPRM1-OPRD1 ag: -0.3; PKA-R1A activ: -6; PKA-R2B activ: -2; HTR5A ag: 2; MOR-DOR inv ag: 2; Arrestin-AP2 inh: -1

How did Cc1cccc(C(=O)N2CCC(N3CCC(C(=O)N4CCOCC4)CC3)CC2)c1 do in these assays?
Pemphigus Ab inh: 120; HTR5A inv ctr: 8; DAGLB inh: 2; V-ATPase pHluor: 0; OPRM1-OPRD1 ag: -2.3; PKA-R1A activ: 0; PKA-R2B activ: 7; HTR5A ag: -3; MOR-DOR inv ag: 12; Arrestin-AP2 inh: 4

What do the screens show for `O=C(O)C(CCCCNS(=O)(=O)c1ccc(F)cc1)NS(=O)(=O)c1ccc(F)cc1` (configuration not stated)?
Pemphigus Ab inh: 107&96; HTR5A inv ctr: -3&0; DAGLB inh: -3&1; V-ATPase pHluor: -2&1; OPRM1-OPRD1 ag: 0.1&-1.5; PKA-R1A activ: 0&-2; PKA-R2B activ: -8&7; HTR5A ag: 1&0; MOR-DOR inv ag: -1&9; Arrestin-AP2 inh: -12&-1

What do the screens show for `Cc1nnc(C)c2c(C)n(C(C)c3ccccc3)c(C)c12` (configuration not stated)?
Pemphigus Ab inh: 110; HTR5A inv ctr: -13; DAGLB inh: 1; V-ATPase pHluor: -3; OPRM1-OPRD1 ag: 4.7; PKA-R1A activ: -2; PKA-R2B activ: -11; HTR5A ag: 0; MOR-DOR inv ag: -27; Arrestin-AP2 inh: -8

Results for O=C(NCCC(=O)N1CCCCCCC1)c1ccc(Cl)cc1 ?
Pemphigus Ab inh: 99; HTR5A inv ctr: -29; DAGLB inh: -4; V-ATPase pHluor: 2; OPRM1-OPRD1 ag: -4.0; PKA-R1A activ: 4; PKA-R2B activ: -19; HTR5A ag: 12; MOR-DOR inv ag: 21; Arrestin-AP2 inh: -5

What do the screens show for `CN1C(=O)/C(=C/c2ccccc2OCc2ccccc2)NC1=S`?
Pemphigus Ab inh: 102; HTR5A inv ctr: -17; DAGLB inh: -5; V-ATPase pHluor: -2; OPRM1-OPRD1 ag: 5.1; PKA-R1A activ: -10; PKA-R2B activ: -7; HTR5A ag: 2; MOR-DOR inv ag: -26; Arrestin-AP2 inh: -2

Brought forward from above: two entries; new compounds follow.
Results for O=C(NCCC(=O)N1CCCCCCC1)c1ccc(Cl)cc1 ?
Pemphigus Ab inh: 99; HTR5A inv ctr: -29; DAGLB inh: -4; V-ATPase pHluor: 2; OPRM1-OPRD1 ag: -4.0; PKA-R1A activ: 4; PKA-R2B activ: -19; HTR5A ag: 12; MOR-DOR inv ag: 21; Arrestin-AP2 inh: -5

What do the screens show for `CN1C(=O)/C(=C/c2ccccc2OCc2ccccc2)NC1=S`?
Pemphigus Ab inh: 102; HTR5A inv ctr: -17; DAGLB inh: -5; V-ATPase pHluor: -2; OPRM1-OPRD1 ag: 5.1; PKA-R1A activ: -10; PKA-R2B activ: -7; HTR5A ag: 2; MOR-DOR inv ag: -26; Arrestin-AP2 inh: -2

How did CC(=O)Nc1ccc(C(=O)N2CCN(C(=O)c3ccco3)CC2)cc1 do in these assays?
Pemphigus Ab inh: 97; HTR5A inv ctr: -16; DAGLB inh: 1; V-ATPase pHluor: 0; OPRM1-OPRD1 ag: -0.4; PKA-R1A activ: -9; PKA-R2B activ: -11; HTR5A ag: 6; MOR-DOR inv ag: 2; Arrestin-AP2 inh: 10

Results for CCOC(=O)CCC(=O)N1CCOCCOCCN(C(=O)CCC(=O)OCC)CCOCCOCC1 ?
Pemphigus Ab inh: 109; HTR5A inv ctr: -5; DAGLB inh: 2; V-ATPase pHluor: 3; OPRM1-OPRD1 ag: -2.5; PKA-R1A activ: -7; PKA-R2B activ: -3; HTR5A ag: 0; MOR-DOR inv ag: 15; Arrestin-AP2 inh: -3

How did CSc1ccc(Cl)c(C(=O)OCC(=O)N2CCOCC2)c1 do in these assays?
HTR5A inv ctr: -40; DAGLB inh: 2; V-ATPase pHluor: 8; OPRM1-OPRD1 ag: 0.8; PKA-R1A activ: -3; PKA-R2B activ: -14; HTR5A ag: 14; MOR-DOR inv ag: -5; Arrestin-AP2 inh: -5

How did CCN(CC)CCNC1=CC(=O)OC12CCCCC2 do in these assays?
Pemphigus Ab inh: 133; HTR5A inv ctr: 6; DAGLB inh: -2; V-ATPase pHluor: -9; OPRM1-OPRD1 ag: -0.1; PKA-R1A activ: 5; PKA-R2B activ: -1; HTR5A ag: -1; MOR-DOR inv ag: 1; Arrestin-AP2 inh: 13

What do the screens show for `CC(C)(C)NC(=O)C1CC(=O)OC12CCOC(C)(C)C2` (configuration not stated)?
Pemphigus Ab inh: 103; HTR5A inv ctr: 8; DAGLB inh: -1; V-ATPase pHluor: -1; OPRM1-OPRD1 ag: -1.4; PKA-R1A activ: 9; PKA-R2B activ: -2; HTR5A ag: -2; MOR-DOR inv ag: 7; Arrestin-AP2 inh: -9

What do the screens show for `Cc1ccc(C)c(OCc2cc(C(=O)NC3CCOC(C)(C)C3)no2)c1` (configuration not stated)?
Pemphigus Ab inh: 116; HTR5A inv ctr: 12; DAGLB inh: 2; V-ATPase pHluor: 2; OPRM1-OPRD1 ag: -3.3; PKA-R1A activ: 9; PKA-R2B activ: 2; HTR5A ag: -5; MOR-DOR inv ag: 17; Arrestin-AP2 inh: -3

Results for COc1ccc2cc(CN(CCc3ccccc3)Cc3nnnn3Cc3ccco3)c(=O)[nH]c2c1 ?
Pemphigus Ab inh: 110; HTR5A inv ctr: 0; DAGLB inh: 2; V-ATPase pHluor: -3; OPRM1-OPRD1 ag: -1.1; PKA-R1A activ: 6; PKA-R2B activ: -1; HTR5A ag: 0; MOR-DOR inv ag: 6; Arrestin-AP2 inh: 31

How did Cc1ccc(S(=O)(=O)N2CCN(C(=O)COC(=O)COc3ccccc3C(C)C)CC2)c(C)c1 do in these assays?
Pemphigus Ab inh: 115; HTR5A inv ctr: -2; DAGLB inh: -2; V-ATPase pHluor: -5; OPRM1-OPRD1 ag: -2.8; PKA-R1A activ: -1; PKA-R2B activ: -3; HTR5A ag: 1; MOR-DOR inv ag: 12; Arrestin-AP2 inh: -8

Results for CCC(=O)Nc1ccc(S(=O)(=O)N2CCc3ccccc3C2)cc1 ?
Pemphigus Ab inh: 102; HTR5A inv ctr: -1; DAGLB inh: 0; V-ATPase pHluor: -1; OPRM1-OPRD1 ag: 0.1; PKA-R1A activ: 3; PKA-R2B activ: 0; HTR5A ag: 0; MOR-DOR inv ag: -1; Arrestin-AP2 inh: 27

Screens deposited in PubChem by several laboratories.
